Source: PubChem BioAssay
miR122 inh = blocks miR-122 activity in Huh7 sensor cells | Huh7 miR-122 Renilla luciferase sensor, 48 h; neutral wells = 0, positive control = 100 | activation (reporter increase), % at 12.5 µM | 340,000 tested, 0.3% active | AID 602342;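 active = mean replicate activation score at least 90 and every replicate individually at or above 90; inconclusive = only one of the two criteria met; inactive = neither criterion met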;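 note: higher luciferase means less miR-122 activity so hits act as miR-122 inhibitors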
FN deposit inh = fibronectin deposition inhibition | 350,000 tested, 0.086% active | inhibition, % at 12.6 µM | AH1F fibroblasts, Alexa488-fibronectin deposition fluorescence, overnight;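 active = mean inhibition across replicates of 30% or more, regardless of how many single replicates reach that level; inconclusive = mean under 30% yet at least half of replicates reach 30%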;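 note: positive control wells lacked labelled fibronectin entirely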
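Measured by – fluorescence 485/525 nm · System – AH1F fibroblast monolayer, labelled fibronectin deposition · Amount – 10000 cells per well · Buffer or medium – serum-reduced DMEM (2% serum) · Doses – single dose, pinned · Also added – fluorescent fibronectin at 24 nM final · Schedule – 1 h cell attachment, overnight exposure to compound and label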
PGC1a acetyl inh = PGC1a acetylation modulation, inhibitor mode; U2OS PGC1a acetylation, AlphaScreen anti-acetyl-lysine; with virally co-expressed GCN5 acetyltransferase; inhibition, % at 15.6 µM; 350,000 tested, 0.17% active;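 active = every replicate shows inhibition of at least 40%; inconclusive = mean inhibition at least 40% but some replicate below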;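 note: 0% = neutral control wells and 100% = positive control wells; some results beyond the cut were filed as inactive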
LGR2 antag = inhibitors of bursicon-induced Drosophila LGR2 receptor cAMP signaling; HEK293 LGR2, CRE-luciferase, bursicon-stimulated, 4 h; AID 720647; 380,000 tested, 0.35% active; inhibition, % at 9.99 µM;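 active = drop in luminescence signal, shown as inhibition above about 50% in the replicate tests, limit read from the data, passing the limit was not always enough; inconclusive = probably only some replicates passing the limit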;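 note: agonist challenge used bursicon conditioned medium at about half maximal strength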
EWS-Fli inh = EWS/Fli transcriptional activity inhibition. AID 651661. inhibition, % at 12.6 µM. A673 NR0B1-luciferase reporter, viability-normalised. 350,000 tested, 0.67% active;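 active = mean inhibition of at least 50% after viability correction, with every replicate also passing that limit; inconclusive = mean reaches 50% but only one of two replicates passes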;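 note: firefly luciferase signal divided by Alamar Blue viability fluorescence both relative to DMSO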
Cneo AK release = causes C. neoformans cell lysis; lysis activity, % at 15 µM; 360,000 tested, 0.2% active; adenylate kinase release luminescence, 4 h; normalised: neutral wells 0, clomiphene wells 100;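 active = mean lysis activity across replicates of at least 80%, whatever share of replicates individually reach that level; inactive = mean lysis activity below 80%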
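Material: C. neoformans cells | Amount: Yeast cell density of 5 × 10^6 cells/mL | Medium: Fresh YPD growth medium | Dosing: Single dose | Times: Static 4 h at 37 °C with compound, 1 h detection | Detection: AK luminescence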
PAX8 reporter = inhibitors of PAX8 transcriptional activity in RMG-I cells | 360,000 tested, 1.2% active | inhibition, % at 12.6 µM | RMG-I TPO-luciferase reporter, SteadyGlo, 24 h;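 active = mean replicate inhibition at least 60% with every replicate also reaching 60%; inconclusive = only one of the two criteria is met; inactive = mean below 60% and not all replicates reaching 60%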;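 note: luciferase light reporting Pax8 driven TPO promoter activity; plate controls were median of neutral control wells for no effect and mitoxantrone controls for full effect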
CASP6 VEID inh = inhibitors of human caspase-6 | P55212 | purified caspase-6, Z-VEID-R110 cleavage fluorescence | inhibition, % at 12.5 µM | 350,000 tested, 0.53% active | AID 686996;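 active = mean inhibition across replicates at least about 35%, with every replicate also reaching that limit, limit read from the data; inconclusive = only one of the two criteria met; inactive = neither criterion met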;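 note: 0% = median of neutral control wells and 100% = no fluorescence left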
Target sequence (P55212 24-179 limits assumed): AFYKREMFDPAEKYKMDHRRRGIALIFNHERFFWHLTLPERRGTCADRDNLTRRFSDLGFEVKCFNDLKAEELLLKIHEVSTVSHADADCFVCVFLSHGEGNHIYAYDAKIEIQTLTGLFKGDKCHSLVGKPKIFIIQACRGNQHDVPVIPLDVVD
Target sequence (P55212 194-293 limits assumed): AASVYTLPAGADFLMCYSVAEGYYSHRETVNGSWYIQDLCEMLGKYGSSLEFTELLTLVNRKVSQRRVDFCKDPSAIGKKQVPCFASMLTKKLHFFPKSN
* = called active by the depositor; ? = inconclusive; . = no result given; & = joins results of further samples; [ ] = remark or other dose.

SMILES	miR122 inh	FN deposit inh	PGC1a acetyl inh	LGR2 antag	EWS-Fli inh	Cneo AK release	PAX8 reporter	CASP6 VEID inh
O=C(Cn1nc(C(F)F)cc1C1CC1)NCCC1=CCCCC1	1	.	-1	-1	.	-1	.	0
Cc1ccc(S(=O)(=O)NCC[C@H]2CC[C@@H](NC(=O)c3cnccn3)[C@H](CO)O2)cc1	12[16.7 µM]	.	12	14	9	57	-23	-5
Cc1ccc(S(=O)(=O)Nc2ccc3c(c2)C(=O)N([C@@H](C)CO)C[C@@H](C)[C@@H](CN(C)C(=O)NC(C)C)O3)cc1	3[16.7 µM]	.	-2	10	0	-1	-5	1
CCC(=O)Nc1ccc2c(c1)C(=O)N(C)C[C@@H](OC)[C@@H](C)CN(C(=O)c1ccccn1)[C@H](C)CO2	.	2	-1	-4	0	-2	-6	0
O=C(c1ccc(O)cc1)c1ccc(O)cc1O	.	-5	7	1	-4	-4	-13	2
CCC(=O)N1C[C@H](C)[C@H](OC)CN(C)C(=O)c2ccc(NC(=O)c3cc(C)on3)cc2OC[C@H]1C	4[16.7 µM]	-4	4	-8	-1	-3	6	.
CN(CC(=O)NC1CCN(Cc2ccccc2)CC1)S(=O)(=O)c1ccc2c(c1)c(=O)n(C)c(=O)n2C	.	13	.	21	4	.	40	-1
Cc1cc(C)c(C(=O)CC(=O)c2ccccc2Cl)c(O)c1	10	6	-18	4	23	4	-13	.
COc1ccc(C(C)=O)cc1CSc1ncccn1	.	-2	1	3	-21	.	7	-2
C=CCn1c(CCNC(=O)c2cccs2)nnc1SCC(=O)Nc1cccc(C(C)=O)c1	-4	.	5	-5	.	0	.	.
CCC(=O)N1c2ccc(S(=O)(=O)NCCc3ccccc3)cc2CC1C (stereo unspecified)	42	10	-2	-2	-3	5	-4	5
O=C(Nc1ccccn1)c1sc2cccc(F)c2c1Cl	-8	6	.	15	-67	-1	-4	3
C[C@H](CO)N1C[C@H](C)[C@H](CN(C)C(=O)NC2CCCCC2)Oc2c(NC(=O)Nc3ccc(F)cc3)cccc2C1=O	-3[16.7 µM]	.	2	7	5	-8	?	-4
CSc1nc(-c2ccccc2)cc(C)c1C#N	4	.	-11	1	13	.	27	-1
C[C@@H]1CN([C@@H](C)CO)S(=O)(=O)c2ccc(-c3cccc(F)c3)cc2O[C@@H]1CN(C)C(=O)c1cccc(F)c1	1[16.7 µM]	-8	-5	8	17	-3	.	1
CCc1ccc[n+](-c2nc([O-])sc2C=O)c1	-6	-2	-6	.	16	6	14	4
CC(=O)c1cc(C#N)c(NCc2cc(-c3ccccc3)no2)nc1C	-4	-2	.	3	-1	-3	5	-1
O=C(COC(=O)c1cc(=O)[nH]c2ccccc12)NCc1cccc(Cl)c1	.	-1	.	11	5	-5	-2	-1
COCC(=O)Nc1ccc2c(c1)OC[C@H](C)N(Cc1ccccn1)C[C@@H](C)[C@H](OC)CN(C)C2=O	.	-12	-4	-5	-6	-2	4	0
Cc1ccc(C)c(N2CCN(C(=O)CCc3nc(-c4ccccc4Br)no3)CC2)c1	-6	-9	-8	-34	-44	1	-93	4
Cc1nc(SCc2nc3c(O)cccc3[nH]2)c2oc3ccccc3c2n1	4	4	9	3	-3	1	-15	.
COC(=O)c1sc2cc(C(F)(F)F)cnc2c1-c1ccccn1	.	-9	-2	-6	-3	.	3	1
Cc1ccc(S(=O)(=O)N[C@@H]2C=C[C@@H](CC(=O)O)O[C@@H]2CO)cc1	.	.	2	-4	-1	-3	4	1
COc1cccc(S(=O)(=O)Nc2ccc3c(c2)OC[C@@H](C)N(Cc2cc(F)ccc2F)C[C@@H](C)[C@H](OC)CN(C)C3=O)c1	-10[16.7 µM]	2	-12	-19	23	-1	23	0
COc1ccc(/C=C(/NC(=O)c2ccccc2OC)C(=O)Nc2ccc(C(=O)O)cc2)cc1	.	1	2	-5	2	1	11	0
Cc1ccc(N2C(=O)CC(N3CCc4ccccc43)C2=O)cc1Cl (stereo unspecified)	-3	-1	7	-49	8	3	-10	1
C[C@@H]1CCCCO[C@@H](CN(C)CC2CCCCC2)[C@H](C)CN([C@@H](C)CO)C(=O)c2cc(NC(=O)Nc3ccc(C(F)(F)F)cc3)ccc2O1	-22[16.7 µM]	-12	7	6	76*	24	17	-3
CC(=O)N1c2ccccc2C2CCCC[C@@H]21 (stereo partly specified)	-5	2	-13	-2	-3	-1	-9	-3
CCN1CCN(C(=O)CSc2nc(N)cc(N)n2)CC1	.	2	.	29	2	.	1	.
Cc1ccc(S(=O)(=O)N2CCN(C(=O)c3c(-c4ccccc4)noc3C)CC2)cc1	-5	3	-38	17	9	3	22	4

Profiles, quoted from the list:
CCc1ccc[n+](-c2nc([O-])sc2C=O)c1 is listed with miR122 inh = -6; FN deposit inh = -2; PGC1a acetyl inh = -6; LGR2 antag = .; EWS-Fli inh = 16; Cneo AK release = 6; PAX8 reporter = 14; CASP6 VEID inh = 4
CC(=O)c1cc(C#N)c(NCc2cc(-c3ccccc3)no2)nc1C is listed with miR122 inh = -4; FN deposit inh = -2; PGC1a acetyl inh = .; LGR2 antag = 3; EWS-Fli inh = -1; Cneo AK release = -3; PAX8 reporter = 5; CASP6 VEID inh = -1

The listing continues:
SMILES	miR122 inh	FN deposit inh	PGC1a acetyl inh	LGR2 antag	EWS-Fli inh	Cneo AK release	PAX8 reporter	CASP6 VEID inh
CCn1c(C)nc([N+](=O)[O-])c1Sc1ccc(F)cc1	.	8	.	-4	-8	.	4	-1
Cc1ccc(-n2c(-c3cccc(C)c3)n[nH]c2=S)cc1	-2	.	3	-5	6	1	.	-1
Cc1ccc(OCC(=O)NCCCNC(=O)c2ccccn2)cc1	6	3	8	6	11	-3	1	-2
Cc1csc(NC(=O)CSc2ncn(-c3ccccc3)n2)n1	-4	-3	0	.	.	0	-16	.
CC1CN(c2nc3c(c(=O)n(C)c(=O)n3C)n2Cc2c(Cl)cccc2Cl)CC(C)O1 (stereo unspecified)	.	-15	-2	3	-5	.	1	-3
COc1ccc(-c2cnc3c(c2)C(=O)N([C@H](C)CO)C[C@H](C)[C@H](CN(C)S(=O)(=O)c2cccs2)O3)cc1	3&9[16.7 µM]	.	?	8	4&0	54&1	.	1&1
Cc1ccc(NC(=O)Nc2nc3ccccc3s2)cc1NC(=O)Nc1nc2ccccc2s1	.	9	.	-57	-5	-1	-8	0
Cc1cc(C)nc(SCCS(=O)(=O)Cc2ccccc2)n1	-6	3	-3	.	.	0	.	.
COCC#Cc1ccc([C@@H]2[C@H](CO)N3C(=O)CN(C(=O)C4CCCC4)C[C@@H]23)cc1	.	-4	2	24	13	.	.	1
Cc1cc([N+](=O)[O-])nn1CC(=O)Nc1ccccn1	.	-3	.	.	1	.	-6	-2
CCc1cccc2cc3c(N)c(C(=O)Nc4ccc(S(=O)(=O)N5CCCC5)cc4)sc3nc12	2	-18	.	-6	.	-1	8	.
O=C(Nc1ncccn1)c1ccc([N+](=O)[O-])cc1	.	-11	-10	13	-2	.	6	-8
O=C(COc1ccc([N+](=O)[O-])cc1Cl)NCC1CCCO1 (stereo unspecified)	.	-6	.	2	3	.	-6	-4
CC(CNCCCn1ccc(NC(=O)OCc2ccccc2)nc1=O)c1ccccc1 (stereo unspecified)	-3	13	12	-11	11	0	3	.
Cc1cc(C(=O)CSc2nc3ccccc3c(=O)[nH]2)c(C)n1CC1CCCO1 (stereo unspecified)	-2	-9	5	-27	-52	.	-97	3
Cc1ccc(-c2ccc(=O)n(Cc3cccc(Br)c3)n2)cc1	5	6	.	15	2	2	-4	2
CC1(C)CC2(CC(c3ccccc3F)c3ccc(O)c(O)c3O2)NC(=S)N1 (stereo unspecified)	.	-3	0	-2	5	.	9	7
CC(=O)c1cccc(NS(C)(=O)=O)c1	.	-11	.	26	4	.	1	1
Cc1cccc(C)c1OCc1cc(C(=O)N(Cc2nccn2C)C(C)C)no1	12	3	0	-18	-2	-1	-30	-1
CN(C)/C=C/C(=O)c1cnc2sccn2c1=O	-3	5	1	3	-7	1	9	12
CC1(C)NC(=O)N(CC(=O)O)C1=O	2	0	-9	.	.	14	7	.
CCOc1ccc(-n2c(SCC(=O)NCc3ccco3)nnc2-c2c[nH]c3ccccc23)cc1	.	-1	.	6	14	2	18	-1
C[C@@H]1CN([C@@H](C)CO)C(=O)c2cccc(NC(=O)C3CC3)c2O[C@H]1CN(C)Cc1ccccc1	1[16.7 µM]	.	-12	2	4	-4	-10	1
O=C(NCC(F)(F)F)[C@H]1[C@H](CO)[C@H]2Cn3c(cccc3=O)[C@@H]1N2C(=O)C1CC1	0[16.7 µM]	.	.	-1	1	11	.	-3
O=C(NC(Cc1c[nH]c2ccccc12)C(=O)O)c1ccc(Br)cc1 (stereo unspecified)	.	-12	-9	-7	18	.	14	6
CN1C(=O)c2cc(NC(=O)C3CCCC3)ccc2OC[C@@H]2O[C@H](CC(=O)O)CC[C@H]21	-10[16.7 µM]	-4	-5	0	2	-3	-2	-1
Cc1onc(-c2c(Cl)cccc2Cl)c1NC(=O)NNc1ccccn1	.	-6	-4	-5	15	.	9	-4
CN1C(=O)[C@H]2[C@@H](c3ccc(C(F)(F)F)cc3)N[C@]3(CCCN(Cc4ccco4)C3=O)[C@H]2C1=O	-5	-2	-14	-19	14	-1	-14	7
CC(C)c1ccc(OCc2nc(-c3ccccn3)no2)c(Br)c1	-2	-5	-34	.	.	-2	-206	.
O=C(c1ccc(Cl)cc1)C1CCN(C(=O)c2ccccc2F)CC1	-5	-1	5	5	-1	3	-3	3
CO[C@H]1CN(C)C(=O)c2ccc(NC(=O)C3CCCC3)cc2OC[C@H](C)NC[C@H]1C	4[16.7 µM]	-8	.	-1	-7	-3	5	-2
C[C@@H]1CN([C@H](C)CO)C(=O)c2cc(NC(=O)Nc3ccccc3)ccc2O[C@@H](C)CCCCO[C@H]1CN(C)S(=O)(=O)c1cn(C)cn1	12[16.7 µM]	5	10	7	-7	-3	-15	3
COc1cc(-c2coc3c(C(=O)NCc4ccc(C(F)(F)F)cc4)cccc23)ccc1O	-6	2	.	-2	62*	-1	14	-3
CCN1C(=O)CC(NCc2ccc(S(N)(=O)=O)cc2)C1=O (stereo unspecified)	2	-4	9	-7	2	4	2	-3
C[C@@H]1CN([C@H](C)CO)C(=O)c2c(c3ccccc3n2C)-c2ccccc2CO[C@H]1CN(C)C(=O)NC1CCCCC1	-7	-10&-12	-3	-8	9	11	18	6
CN(CC(=O)Nc1cc([N+](=O)[O-])ccc1Cl)Cc1ccc(Br)cc1	0	6	-7	9	.	2	20	.
O=C(/C=C/c1cccc(Cl)c1)NCc1ccccc1	.	-2	-3	1	-2	.	-8	2
C[C@@H]1CN([C@@H](C)CO)C(=O)c2cc(C#CC3(O)CCCC3)cnc2O[C@@H]1CN(C)S(=O)(=O)c1cccc(F)c1	0[16.7 µM]	0	15	14	9	-3	.	1
COC(=O)c1ccccc1NC(=S)N1CCN(C2CCCCC2)CC1	.	2	.	7	1	.	7	-1
COc1ccc2oc(C(=O)OCC(=O)N(C)CC(=O)Nc3ccc(C)cc3)c(C)c2c1	-2	2	-16	-1	1	1	-24	4
